ULK1 inh: human ULK1 kinase inhibition, primary screen; O75385; AlphaScreen Atg13 phosphorylation by ULK1, luminescence; inhibition, % at 5.96 µM; 1.9% of 30,000 active; AID 1259251; in the data active = inhibition above about 43%;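 note: 0% = median of compound wells and 100% = no enzyme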
Target sequence (O75385 whole entry, looked up): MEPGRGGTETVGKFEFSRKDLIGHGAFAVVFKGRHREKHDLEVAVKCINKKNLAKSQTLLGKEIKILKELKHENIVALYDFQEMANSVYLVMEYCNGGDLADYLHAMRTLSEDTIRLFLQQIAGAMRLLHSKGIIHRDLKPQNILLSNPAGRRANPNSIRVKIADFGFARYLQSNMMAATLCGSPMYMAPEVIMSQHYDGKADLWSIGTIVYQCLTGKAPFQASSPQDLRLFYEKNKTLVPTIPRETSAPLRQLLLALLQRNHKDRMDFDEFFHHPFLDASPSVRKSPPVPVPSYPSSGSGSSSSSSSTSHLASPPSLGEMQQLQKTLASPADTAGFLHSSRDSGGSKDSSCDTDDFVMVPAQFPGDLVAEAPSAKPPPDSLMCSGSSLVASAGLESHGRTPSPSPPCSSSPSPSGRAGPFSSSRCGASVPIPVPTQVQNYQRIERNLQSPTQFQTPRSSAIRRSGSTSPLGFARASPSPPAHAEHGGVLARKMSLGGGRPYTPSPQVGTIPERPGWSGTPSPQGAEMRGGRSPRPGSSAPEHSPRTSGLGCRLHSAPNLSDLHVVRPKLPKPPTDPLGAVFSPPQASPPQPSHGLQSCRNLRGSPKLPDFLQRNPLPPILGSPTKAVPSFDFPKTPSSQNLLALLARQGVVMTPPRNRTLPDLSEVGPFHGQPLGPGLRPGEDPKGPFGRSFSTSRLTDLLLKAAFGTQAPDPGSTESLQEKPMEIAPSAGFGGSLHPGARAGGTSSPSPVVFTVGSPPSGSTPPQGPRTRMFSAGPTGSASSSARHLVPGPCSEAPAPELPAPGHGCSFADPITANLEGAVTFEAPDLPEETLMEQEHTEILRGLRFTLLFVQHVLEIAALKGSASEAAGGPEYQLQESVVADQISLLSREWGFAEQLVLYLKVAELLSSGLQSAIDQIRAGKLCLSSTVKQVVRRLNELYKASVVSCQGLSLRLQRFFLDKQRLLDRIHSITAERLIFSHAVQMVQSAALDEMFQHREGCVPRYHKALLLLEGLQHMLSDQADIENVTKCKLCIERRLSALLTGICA
ASK1 primary: inhibitors of human ASK1 kinase; Q99683; AlphaScreen MKK6 phosphorylation by ASK1, luminescence; inhibition, % at 7.44 µM; 0.99% of 22,000 active; AID 1159602; in the data active = inhibition above about 35%;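 note: 0% = median of compound wells and 100% = no enzyme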
Numbers without * were called inactive; x = not tested or not shown.

SMILES | ULK1 inh | ASK1 primary
COc1cc(NC(=O)C2COc3c(cccc3OC)C2)ccc1-c1cn[nH]c1 (stereo unspecified) | -5 | -8
CCN(CC)C(=O)C1CCCN(c2cc(NCCc3ccc(OC)cc3)nc(N)n2)C1 (stereo unspecified) | 7 | 4
FC(F)(F)c1ccc(Nc2nccc(Nc3ccc4c(c3)OCO4)n2)cc1 | -22 | 13
Nc1cccc2c1C(=O)N(C1CCC(=O)NC1=O)C2=O (stereo unspecified) | 3 | x
O=C(Cc1cn(-c2ccc(NC3CCN(Cc4ccccc4)CC3)nn2)c2ccccc12)NCCc1ccc(O)cc1 | -2 | 3
CCN(CC)C(=O)C1CCCN(c2ncc(C)c(NCCc3ccc(OC)cc3)n2)C1 (stereo unspecified) | 6 | 5
CCOc1cc(Br)cc(/C=N/NC(=O)c2ccccc2N)c1O | -34 | x
NCCc1cnc[nH]1 | -7 | x
c1ccc(-n2cccn2)c(Nc2ccnc(Nc3ccc(N4CCOCC4)cc3)c2)c1 | 11 | 15
COc1cc(/C=C2\CCC/C(=C\c3ccc(O)c(OC)c3)C2=O)ccc1O | -3 | x

3 entries out of the list above, arranged by their value in ULK1 inh, ascending.
SMILES | ULK1 inh | ASK1 primary
COc1cc(NC(=O)C2COc3c(cccc3OC)C2)ccc1-c1cn[nH]c1 (stereo unspecified) | -5 | -8
O=C(Cc1cn(-c2ccc(NC3CCN(Cc4ccccc4)CC3)nn2)c2ccccc12)NCCc1ccc(O)cc1 | -2 | 3
CCN(CC)C(=O)C1CCCN(c2ncc(C)c(NCCc3ccc(OC)cc3)n2)C1 (stereo unspecified) | 6 | 5

Additional compounds.
SMILES | ULK1 inh | ASK1 primary
O=C1CCCN1CCn1cnc2c(NC3CC3)nc(Nc3ccccc3)nc21 | -9 | 8
c1ccc(-n2cnc3c(NCc4nc5ccccc5[nH]4)nc(-c4cccs4)nc32)cc1 | 5 | 6
CC(C)N(CCNC(=O)c1csc(NCc2cccnc2)n1)C(C)C | 10 | -2
Cc1ncn(-c2ccc(Nc3ncc4cccc(-c5ccnc(N(C)C)c5)c4n3)cc2)n1 | 15 | -23
CCCNc1nc(Nc2ccc3ncccc3c2)nc2c1ncn2-c1ccccc1 | -8 | -4
O=C(Nc1ccc(N2CCOCC2)cc1)c1ccc2nc(N3CCOCC3)sc2c1 | 33 | 18
Clc1nccc(NCc2nc3ccccc3[nH]2)n1 | 6 | -7
O=P(O)(O)C(O)(Cn1ccnc1)P(=O)(O)O | -6 | x
COc1cc(Nc2cccc(C(=O)NCc3nc4ccccc4[nH]3)n2)cc(OC)c1OC | -5 | -6
Nc1nc(-c2ccccc2)nc2c1ncn2Cc1ccc(C(F)(F)F)cc1 | -29 | -8
Cc1cc(C)nc(Sc2cccc(C(=O)NN)c2)n1 | -13 | x
c1ccc(CN2CCC(Nc3nc(Nc4cnccn4)nc4nc[nH]c34)CC2)cc1 | 24 | 24
O=C(NC1CCN(Cc2ccccc2)CC1)c1cccc(NCCCN2CCCC2=O)c1 | -5 | -13
CCN(CC)CC(=O)OC1CC2CCC1(C)C2(C)C (stereo unspecified) | 1 | x
COc1cc(N2CCOCC2)ccc1Nc1cc(-c2cnn(C)c2)c(Cl)cn1 | 3 | -12
COc1cccc(Oc2ncc(F)c(-c3cc(N4CCOCC4)cc(C(F)(F)F)c3)n2)c1 | -3 | -86
COc1ccc(-c2cnc3c(F)cc4ccncc4c3c2)cc1 | 2 | -24
COc1ccc(CCNc2cc(-c3ccc(OC)cc3)ncn2)cc1 | -22 | -11
O=C(c1ccco1)N1CCN(c2ccc3cccc(OCc4ccc(F)cc4)c3n2)CC1 | -10 | x
COc1nc(NCCCN2CCCC2=O)nc(-c2ccc(N3CCOCC3)nc2)n1 | -4 | -3
COc1cc(NC(=O)c2cc(N3CCN(Cc4ccc5c(c4)OCO5)CC3)nc3ccccc23)cc(OC)c1OC | 9 | -7
NC(=O)c1cccnc1Nc1ccnc(Nc2ccc(N3CCOCC3)cc2)c1 | 10 | 12
COc1cc(NC(=O)c2cccc(-n3cc(-n4ccc5ccccc54)cn3)c2)ccc1N1CCOCC1 | -15 | 15
c1ccc2[nH]c(CNc3ncnc4nc(-c5csc6ccccc56)[nH]c34)nc2c1 | -12 | 17
Cc1nc(NCCCn2ccnc2)cc(-c2cncc(-c3ccccc3)c2)n1 | -1 | x
CC(C)n1cnc2c(N)nc(-c3cccs3)nc21 | 20 | 6
O=C(NC1CCN(Cc2ccccc2)CC1)c1cccc(N2CCOCC2)n1 | -1 | -2
Cc1nn(C)c(C)c1-c1ccc(C(=O)NCc2cccnc2)s1 | 9 | -3
CC(C)n1cnc2c(NCCN3CCOCC3)nc(Nc3ccncc3)nc21 | 13 | 4
Cc1cccc(NC(=O)/C=N\Nc2ccccc2Cl)c1N1CCC2(CC1)OCCO2 | 2 | 8

Some of these compounds in order of length of the SMILES, rising:
SMILES | ULK1 inh | ASK1 primary
CC(C)n1cnc2c(N)nc(-c3cccs3)nc21 | 20 | 6
CC(C)n1cnc2c(NCCN3CCOCC3)nc(Nc3ccncc3)nc21 | 13 | 4
O=C(NC1CCN(Cc2ccccc2)CC1)c1cccc(N2CCOCC2)n1 | -1 | -2
Cc1nc(NCCCn2ccnc2)cc(-c2cncc(-c3ccccc3)c2)n1 | -1 | x
Cc1cccc(NC(=O)/C=N\Nc2ccccc2Cl)c1N1CCC2(CC1)OCCO2 | 2 | 8
COc1cc(NC(=O)c2cccc(-n3cc(-n4ccc5ccccc54)cn3)c2)ccc1N1CCOCC1 | -15 | 15
COc1cc(NC(=O)c2cc(N3CCN(Cc4ccc5c(c4)OCO5)CC3)nc3ccccc23)cc(OC)c1OC | 9 | -7

The list continues:
SMILES | ULK1 inh | ASK1 primary
CCCNc1nc(Nc2cccc(N(C)C)c2)nc2c1ncn2C1CCCCC1 | 6 | 33
CC[C@H]1OC(=O)[C@H](C)[C@@H](O[C@H]2C[C@@](C)(OC)[C@@H](O)[C@H](C)O2)[C@H](C)[C@@H](O[C@@H]2O[C@H](C)C[C@H](N(C)C)[C@H]2O)[C@](C)(O)C[C@@H](C)C(=O)[C@H](C)[C@@H](O)[C@]1(C)O | -17 | x
Cc1cccc(C(=O)N2CCN(c3nc(C)cc(N4CCCC4)n3)CC2)c1 | -12 | x
CC(C)n1cnc2c(NCCc3ccc(O)cc3)nc(Nc3ccncn3)nc21 | 24 | 6
COc1ccc(Nc2cc(C)nc(N3CCN(C(=O)c4cccc(OC)c4)CC3)n2)cc1 | -26 | x
CC(=O)c1cccc(-c2nc(NC3CC3)c3ncn(CCN4CCCC4=O)c3n2)c1 | 7 | -13
CCN(CC)c1nc(Nc2ccc(NC(C)=O)cc2)nc(N2CCOCC2)n1 | -5 | 4
COc1ccc(CCNC(=O)c2csc(Nc3ccc4ncccc4c3)n2)cc1 | -10 | -13
O=C(NCCOc1ccccc1)c1cncc(-c2ccc(C(=O)NC3CC3)cc2)c1 | -20 | -2
Cc1cc(NCCCN2CCCC2=O)nc(NC2CCC(O)CC2)n1 (stereo unspecified) | -1 | -3
O=C(Nc1ccc2c(c1)OCO2)c1cccc(Nc2ccc3ncccc3c2)c1 | 13 | 2
CN1CCC(N(C(=O)c2ccc(Cl)cc2)C2CCN(Cc3ccccc3)CC2)CC1 | 2 | x
COc1ccc2c(c1)c1c3n2CCN(C)C3=NCC1 | -11 | x
Cc1noc(C)c1-c1nc(NCCc2ccc(O)cc2)c2ncn(CCN3CCCC3=O)c2n1 | -15 | -21
c1ccc(Nc2ncnc3nc(Oc4ccccc4)[nH]c23)cc1 | 5 | 3
Nc1nc(Nc2ccc(N3CCOCC3)cc2)nc2c1ncn2Cc1ccc(C(F)(F)F)cc1 | 5 | 16
O=C(NCc1cccnc1)c1ccc2nc(N3CCN(Cc4ccc5c(c4)OCO5)CC3)sc2c1 | -1 | -13
O=C1CCCN1CCCNc1cc(Nc2ccccn2)ncn1 | 8 | 7
OCC1CCCN1c1cc(NCc2cccc(C(F)(F)F)c2)ncn1 (stereo unspecified) | -26 | -1
c1ccc(Nc2nc(NCc3cccnc3)nc3c2ncn3-c2ccsc2)cc1 | 32 | 11
Cc1cc(CC(=O)O)n(C)c1C(=O)c1ccc(Cl)cc1 | 7 | x
CN(C)c1cccc(Nc2ccc(-n3cc(CC(=O)NCCc4ccc(O)cc4)c4ccccc43)nn2)c1 | 16 | 30
C=CCn1c(SCC(C)C)nc2c1c(=O)n(C)c(=O)n2C | -2 | x
CCN(CC)c1nc(NCc2cccc(C(F)(F)F)c2)nc(N2CCc3ccccc3C2)n1 | -6 | -7
CCCNC(=O)c1ccc2nc(-c3ccc(OC)cc3)sc2c1 | -13 | 1
COc1ccc(-c2ncc(C(=O)NC3CCN(Cc4ccccc4)CC3)s2)cc1 | 11 | 7
CCNc1nc2ccc(C(=O)NCCCN3CCCC3=O)cc2s1 | -1 | -4
COc1nc(NCCc2ccc(O)cc2)nc(Nc2ccccn2)n1 | -14 | 2
CN(Cc1ccccc1)c1cc(-c2ccncc2)nc(-c2ccccn2)n1 | -4 | x
Nc1nc(NCc2nc3ccccc3[nH]2)cc(-c2ccc(N3CCOCC3)nc2)n1 | 5 | -13
Nc1nc2[nH]cc(CCc3ccc(C(=O)N[C@@H](CCC(=O)O)C(=O)O)cc3)c2c(=O)[nH]1 | 8 | x
COc1cc(/C=C/C(N)=O)cc(OC)c1OC | 1 | x
COc1cc2nc(NCCN3CCOCC3)nc(NCCc3ccc(O)cc3)c2cc1OC | 1 | 4
O=C(NC1CC1)c1ccc(-c2nc(Nc3ccccc3)c3ncn(C4CCCCC4)c3n2)cc1 | -2 | 2
COc1ccc(-c2cncc(C(=O)Nc3ccc(NC(C)=O)cc3)c2)cn1 | 8 | 3
COc1cc2nc(Nc3ccc(N4CCOCC4)cc3)nc(Nc3cc(OC)c(OC)c(OC)c3)c2cc1OC | -4 | 53*
C[C@H](N)COc1ncccc1C(=O)Nc1ccc2[nH]ncc2c1 | -5 | -12
NC(=O)c1ccccc1Nc1cc(NC(=O)Cc2ccc3ccccc3c2)ncc1C(F)(F)F | 25 | 3
Oc1ccc(CCNc2cc(N3CCN(Cc4ccc5c(c4)OCO5)CC3)ncn2)cc1 | -12 | 16
Cc1c(NC(=O)C2COc3ccccc3O2)ccc(-c2cn[nH]c2)c1C (stereo unspecified) | -10 | 1
O=C(NCc1cccc(C(F)(F)F)c1)c1ccc2nc(-c3ccc(C(=O)NC4CC4)cc3)sc2c1 | -2 | -4
CCCNc1ncnc2nc(N3CCN(c4ccccn4)CC3)[nH]c12 | -17 | -8
O=C1CCCN1CCn1cnc2c(NCCN3CCOCC3)nc(-c3cccs3)nc21 | 8 | 9
CCCNc1nc(Nc2nccc3ccccc23)nc2c1ncn2C1CCCCC1 | 6 | 9
O=C(Nc1ccccc1)c1cnc(-c2ccccc2)s1 | -4 | 9
COc1cc(Nc2nc(-c3cccc(N)c3)nc3nc[nH]c23)cc(OC)c1OC | -24 | 10
COc1nc(NCCO)nc(-c2c(C)noc2C)n1 | 6 | 3
CC(C)N(CCNc1nc(N2CCN(c3ccccn3)CC2)nc2c1ncn2-c1ccsc1)C(C)C | -6 | 1
Oc1ccc(CCNc2cc(N3CCC(N4CCOCC4)CC3)ncn2)cc1 | 6 | -5
COc1ccc(-c2nc(NC3CCN(Cc4ccccc4)CC3)c3ncn(Cc4ccc(C(F)(F)F)cc4)c3n2)cn1 | -45 | 15
Further structures follow.
SMILES | ULK1 inh | ASK1 primary
CC(C)N(CCNC(=O)c1cccc(Nc2ccc3ncccc3c2)n1)C(C)C | -8 | -11
Cc1ccc2c(c1)CC(c1nc3ccc(-c4ccnc(N)n4)cc3o1)CO2 (stereo unspecified) | 9 | 11
CCN(CC)C(=O)C1CCCN(c2nc3c(NCCCN4CCCC4=O)ncnc3n2C(C)C)C1 (stereo unspecified) | 6 | -8
O=C(NCCCN1CCCC1=O)c1ccccc1Nc1ccnc(Nc2ccc(N3CCOCC3)cc2)c1 | 2 | -15
Cc1cc(NCc2cccc(C(F)(F)F)c2)nc(NCc2cccnc2)n1 | 0 | -11
NC1CCN(c2ccnc(NC(=O)Cc3ccc4c(c3)OCO4)c2)CC1 | -2 | -24
COC(=O)c1cccc(-n2cc(-c3ccccc3)c(-c3ccnc(Nc4ccc(-n5nc(C)nc5C)cc4)c3)n2)c1 | -17 | 19
CCCNc1nc(NCC)nc2c1ncn2Cc1ccc(C(F)(F)F)cc1 | -10 | 2
COc1cc2nc(-c3ccccc3)nc(NCc3cccnc3)c2cc1OC | 5 | 1
COc1ccc(-c2ccc(C(=O)Nc3ccccc3)s2)cc1 | 8 | 1
O=C(NC1CCN(Cc2ccccc2)CC1)c1csc(NC2CCN(Cc3ccccc3)CC2)n1 | 0 | 1
c1ccc(-c2nccc(Nc3ccc(OCCN4CCCCC4)cc3)n2)cc1 | 2 | 15
CC(=O)Nc1ccc(Nc2nc(-c3csc4ccccc34)nc3c2ncn3-c2ccccc2)cc1 | 2 | -7
Cn1c(-c2ccc(Cl)cc2)cnc1SCC(=O)Nc1ccccc1 | -1 | x
COc1cc(-c2cn[nH]c2)ccc1C(=O)NCCc1cccs1 | 1 | 15
CC(=O)c1cccc(-c2nccc(NCCN(C(C)C)C(C)C)n2)c1 | -8 | -2
COc1cc(Nc2nc(-c3ccccc3)nc3c2ncn3Cc2ccc(C(F)(F)F)cc2)cc(OC)c1OC | -12 | -2
Cc1ccccc1OCC(O)CNCCOc1ccc(C(N)=O)cc1 (stereo unspecified) | 11 | x
Cc1cc(C)c(S(=O)(=O)N(CC(=O)O)CC(=O)O)c(C)c1 | 1 | x
CCCNc1nc(Nc2ccc(C(F)(F)F)cc2)nc2nc[nH]c12 | -1 | 20
CCCNc1nc(Nc2ccc(N3CCOCC3)cc2)ncc1C | 9 | 16
O=C(NCc1nc2ccccc2[nH]1)c1ccnc(Nc2nccc3ccccc23)c1 | -7 | -3
CC(=O)Nc1ccc(Nc2cc(NCc3ccc4c(c3)OCO4)nc(N)n2)cc1 | 2 | 17

From PubChem BioAssay

Outcome played no part in choosing rows. About 2.3% of those tested had a hit in this group.
